Bioassay records from PubChem BioAssay.
GoLoco inh red: qHTS Assay for Inhibitors of RGS12 GoLoco Motif Activity (Red Fluorophore); AID 880, 2007; 0.44% of 230,000 active; Potency, µM (top dose mostly 61.6 µM), without a hit: top-dose activity, negative = inhibition, usual class: inhibitors; Guanine nucleotide-binding protein G(i) subunit alpha-1 (Homo sapiens), P63096; Gai1:RGS12 GoLoco peptide FP, rhodamine, 10 min; active = well fitted inhibition curve with a large enough effect, not every such curve was filed as active; inactive = no such curve, though single readings can be large or run the other way; note: % is set by controls: 0 for no effect and ±100 for the full control effect; nearly all actives have a fitted effect of over 30% in size; many of its hits are not listed in these tables
Target sequence (P63096 whole entry, looked up): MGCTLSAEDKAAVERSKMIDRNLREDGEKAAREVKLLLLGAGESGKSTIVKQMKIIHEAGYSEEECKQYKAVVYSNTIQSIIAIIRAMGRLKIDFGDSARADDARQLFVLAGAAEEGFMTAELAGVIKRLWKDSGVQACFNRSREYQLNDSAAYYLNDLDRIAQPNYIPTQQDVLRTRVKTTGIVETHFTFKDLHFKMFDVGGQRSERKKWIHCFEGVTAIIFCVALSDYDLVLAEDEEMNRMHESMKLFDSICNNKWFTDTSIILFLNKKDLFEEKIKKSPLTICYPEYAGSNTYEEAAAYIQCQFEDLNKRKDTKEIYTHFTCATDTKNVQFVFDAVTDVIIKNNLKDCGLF
TR SRC2 fluor cs: Total Fluorescence Counterscreen for Inhibitors of the Interaction of Thyroid Hormone Receptor and Steroid Receptor Coregulator 2; Potency, µM (top dose mostly 106 µM), without a hit: at the top dose fluorescence change, negative = quenching; AID 1479, 2009; 0.29% of 280,000 active; TRb/SRC2 Texas Red total fluorescence interference; active = well fitted curve in either direction with a large enough effect; inconclusive = small, poorly fitted or top-dose-only effect; note: % is set by controls: 0 for no effect and ±100 for the full control effect
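Human TRβ ligand-binding domain (0.6 uM) and Texas Red SRC2 peptide (20 nM) in Tris buffer with 1 uM T3 and 5% DMSO were incubated with pinned compound for 5 hr at ambient temperature. Total fluorescence was computed as S + 2P (555/632 nm).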
LMNA splice mod: qHTS Assay for Modulators of Lamin A Splicing | HeLa LMNA splicing GFP/RFP minigene ratio, 48 h | Potency, µM (titrated, usually from 46.1 µM), inactives show at the top dose ratio change, negative = inhibition, most hits filed as inhibitors | 0.01% of 200,000 active | AID 1487, 2009; active = well fitted inhibition curve with a large enough effect in the signal ratio, with a control signal flat, not every such curve was filed as active; inconclusive = small, poorly fitted or top-dose-only effect, or effect the other way, or a change in a side signal; the % refers to the signal ratio; note: % is set by controls: 0 for no effect and ±100 for the full control effect
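S3 HeLa cells stably expressing lamin A-EGFP splicing minigene plus DsRed2, 600 cells/well, 48 h compound exposure at 37C. Laser-scanning cytometry; analysed as GFP (500-530 nm)/RFP (575-640 nm) total intensity ratio; 0.5% DMSO vehicle.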
SMN2 splice enh: qHTS Assay for Enhancers of SMN2 Splice Variant Expression; 2.8% of 210,000 active; Potency, µM (highest dose often 46.1 µM), inactives show at the highest dose activity change, positive = activation, most hits filed as activators; HEK293 SMN2-luciferase splicing reporter, luminescence, 30-36 h; AID 1458, 2008; note: % of control where 0% means no effect; nearly all actives have a fitted effect of over 55% in size
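HEK293 cells carry an SMN2 minigene-luciferase reporter in which exon 7 inclusion puts luciferase in frame. Cells were seeded at 2000 cells/well, attached for 10-12 hours, then exposed to compounds for 30-36 hours at 37C before ONE-Glo luminescence.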
JMJD2E inh: qHTS Assay for Inhibitors of Human Jumonji Domain Containing 2E (JMJD2E). Lysine-specific demethylase 4E (Homo sapiens), B2RXH2. JMJD2E catalytic domain, FDH-coupled NADH fluorescence (FDH is formaldehyde dehydrogenase). Potency, µM (doses to about 57.1 µM), inactives show at the top dose activity change, negative = inhibition, most hits filed as inhibitors. 1.6% of 230,000 active. AID 2147, 2009; active = well fitted inhibition curve with a large enough effect, not every such curve was filed as active; inconclusive = small, poorly fitted or top-dose-only effect, or another doubt; inactive = no such curve, though single readings can be large or run the other way;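 note: 0% = wells with enzyme and -100% = buffer wells without enzyme; nearly all actives have a fitted effect of over 50% in size; many of its hits are not listed in these tables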
TRb SRC2 PPI: qHTS for Inhibitors of the Interaction of Thyroid Hormone Receptor and Steroid Receptor Coregulator 2. Thyroid hormone receptor beta (Homo sapiens), P10828. TRbeta-SRC2 peptide binding, fluorescence polarization; receptor liganded with 1 µM T3. Potency, µM (titrated, usually from 106 µM), for inactives: at the highest dose activity change, negative = inhibition, hits mostly inhibitors. 0.065% of 280,000 active;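 note: plate controls were bound peptide for no effect and peptide without receptor for full effect; nearly all actives have a fitted effect of over 50% in size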
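Assay buffer: 20 mM Tris-HCl, 100 mM NaCl, 10% glycerol, 1 mM EDTA, 0.01% NP-40, 1 mM DTT, 1 uM T3, 5% DMSO; TRb LBD 0.6 uM, Texas Red SRC2 20 nM; FP after 5 hr.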
ALDH1A1 block: qHTS Assay for Inhibitors of Aldehyde Dehydrogenase 1 (ALDH1A1); Purified ALDH1A1, NADH fluorescence, propionaldehyde substrate; Potency, µM (series often up to 75.3 µM), for inactives: at the top dose activity, negative = inhibition, most hits filed as inhibitors; 7.3% of 220,000 active; active = well fitted inhibition curve with a large enough effect, not every such curve was filed as active; inconclusive = small, poorly fitted or top-dose-only effect, or another doubt; inactive = no such curve, though single readings can be large or run the other way;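 note: plate controls were no enzyme wells and a reference inhibitor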
Target sequence (P00352 whole entry, looked up): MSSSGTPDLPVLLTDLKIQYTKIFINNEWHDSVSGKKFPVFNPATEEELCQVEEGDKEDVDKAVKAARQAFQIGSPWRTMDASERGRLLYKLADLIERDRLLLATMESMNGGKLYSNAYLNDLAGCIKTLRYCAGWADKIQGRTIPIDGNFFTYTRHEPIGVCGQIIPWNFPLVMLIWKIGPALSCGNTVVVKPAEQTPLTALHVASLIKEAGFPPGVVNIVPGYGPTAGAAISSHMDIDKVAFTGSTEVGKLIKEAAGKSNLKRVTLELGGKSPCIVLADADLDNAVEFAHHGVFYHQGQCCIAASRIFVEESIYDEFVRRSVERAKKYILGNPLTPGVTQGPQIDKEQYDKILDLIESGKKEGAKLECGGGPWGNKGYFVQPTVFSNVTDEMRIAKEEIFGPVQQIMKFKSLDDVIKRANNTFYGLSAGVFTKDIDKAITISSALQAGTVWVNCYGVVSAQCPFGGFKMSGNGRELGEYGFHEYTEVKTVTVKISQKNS
RECQ1 inh: qHTS Assay for Inhibitors of RecQ-Like Dna Helicase 1 (RECQ1). AID 2549, 2010. ATP-dependent DNA helicase Q1 (Homo sapiens), P46063. RECQ1 DNA unwinding, red fluorescence kinetic read. Potency, µM (highest dose often 57.3 µM), without a hit: at the top dose activity, negative = inhibition, actives largely listed as inhibitors. 0.54% of 240,000 active;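 note: plate controls were vehicle for no effect and no enzyme for full effect; nearly all actives have a fitted effect of over 30% in size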
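50 nM RECQ1T1 preincubated 15 min with compound in Tris pH 8.0 buffer with MgCl2, DTT, Tween-20 and 2.5 ug/ml poly(dI-dC); started with 200 nM TAMRA/BHQ-2 forked duplex and 2 mM ATP. Unwinding read as fluorescence (525/598 nm), two reads 2 h apart.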
Starred values were filed as active, the others as inactive; i = inactive; ? = inconclusive; . = no result given; [ ] = another dose, or the depositor's remark. Unless noted, calls come from the whole dose curve; as a rule, active = well fitted curve in the direction sought with a large enough effect; inconclusive = small, poorly fitted or top-dose-only effect, or another doubt; inactive = no such curve, though single readings can be large; an effect the other way counts as inactive or inconclusive. Potency is the fitted concentration of half-maximal effect. Some of the compounds tested. The share of hits here may be higher or lower than overall.

1) Cc1ccc(Cl)cc1N1CCN(C(CC(C)C)c2nnnn2CC2CCCO2)CC1 (configuration not stated)
2) Cc1ccc(S(=O)(=O)Cn2nnnc2CN(Cc2ccco2)Cc2cccs2)cc1
3) Cc1cccc(C)c1OCC(=O)Nc1cccc(NC(=O)c2ccco2)c1
4) CNC(=O)CS(=O)CC(=O)Nc1cc(OC(C)C)c(Cl)cc1Cl (configuration not stated)
5) O=C(CCc1nc2cccnc2n1Cc1ccccc1)N1CCOCC1
6) COc1ccc2c(c1)C(=O)N(c1ccccc1OC)C(=O)C2(C)C

| Assay by compound | 1 | 2 | 3 | 4 | 5 | 6 |
| --- | --- | --- | --- | --- | --- | --- |
| GoLoco inh red | -4.7% | -3.1% | 67.2%[activator] | -0.1% | -3.8% | -1.0% |
| TR SRC2 fluor cs | 0.5% | 0.1% | 0.3% | -2.6% | 3.0% | 0.3% |
| LMNA splice mod | 10.7% | -15.4% | ? | . | 10.7% | -0.9% |
| SMN2 splice enh | ? | -15.2% | -24.8% | . | 2.3% | -11.5% |
| JMJD2E inh | 2.4% | -0.8% | -1.1% | 3.9% | -4.8% | 3.0% |
| TRb SRC2 PPI | -6.3% | 3.3% | 15.1% | 0.8% | -13.5% | -0.1% |
| ALDH1A1 block | -2.0% | ? | ? | -8.9% | 7.3% | 0.4% |
| RECQ1 inh | -11.0% | -11.8% | 2.8% | -1.1% | i | -13.6% |

Single values from the results shown:
`Cc1cccc(C)c1OCC(=O)Nc1cccc(NC(=O)c2ccco2)c1` in RECQ1 inh = 2.8%
`O=C(CCc1nc2cccnc2n1Cc1ccccc1)N1CCOCC1` in TR SRC2 fluor cs = 3.0%

Compound profiles (already shown). Values in the order: GoLoco inh red	TR SRC2 fluor cs	LMNA splice mod	SMN2 splice enh	JMJD2E inh	TRb SRC2 PPI	ALDH1A1 block	RECQ1 inh
Shown for Cc1ccc(S(=O)(=O)Cn2nnnc2CN(Cc2ccco2)Cc2cccs2)cc1 : -3.1%	0.1%	-15.4%	-15.2%	-0.8%	3.3%	?	-11.8%
Shown for O=C(CCc1nc2cccnc2n1Cc1ccccc1)N1CCOCC1 : -3.8%	3.0%	10.7%	2.3%	-4.8%	-13.5%	7.3%	i
Shown for Cc1ccc(Cl)cc1N1CCN(C(CC(C)C)c2nnnn2CC2CCCO2)CC1 (configuration not stated) : -4.7%	0.5%	10.7%	?	2.4%	-6.3%	-2.0%	-11.0%

New compounds follow
7) O=C(CNC(=O)c1ccc(Cl)cc1)OC1CCOC1=O (configuration not stated)
8) Cc1ccc(CNC(=O)CCc2c(C)nc3c(c(C)nn3-c3ccc(C)cc3)c2C)cc1
9) CCCN(CCC)c1nc2ccccc2nc1C(C#N)C(=O)OC(C)COC (configuration not stated)
10) Oc1ccccc1/C=N/Nc1nc2ccccc2o1
11) CCc1ccccc1NC(=O)CCN1C(=O)c2ccccc2C1=O
12) COc1cccc(-n2c(-c3ccc4[nH]c(C)c(C)c4c3)n[nH]c2=S)c1

| Assay by compound | 7 | 8 | 9 | 10 | 11 | 12 |
| --- | --- | --- | --- | --- | --- | --- |
| GoLoco inh red | 2.7% | -8.6% | 8.1% | -7.9% | 1.0% | 16.1% |
| TR SRC2 fluor cs | -1.5% | -1.7% | -1.2% | -2.2% | -2.8% | -4.6% |
| LMNA splice mod | . | . | 11.5% | . | 9.8% | 6.3%[46 µM] |
| SMN2 splice enh | 7.3% | . | 3.1% | . | -15.0% | -8.7% |
| JMJD2E inh | -5.3% | 2.3% | 0.4% | 28.2µM* | 0.1% | ? |
| TRb SRC2 PPI | 1.1% | 2.3% | -0.3% | -0.6% | -1.9% | 2.3% |
| ALDH1A1 block | 11.9% | 8.7% | ? | . | -3.4% | ? |
| RECQ1 inh | 4.7% | i | -6.4% | ? | -8.5% | i |

13) O=C(O)C1C2C=CC(C2)C1C(=O)OCc1ccccc1 (configuration not stated)
14) N/C(=N\OC(=O)CCCOc1ccccc1)c1ccccn1
15) CCN(CC)CCCNc1nc(N)c([N+](=O)[O-])c(NCCO)n1
16) COC(=O)CCCCCN1C(=O)NC(CC2CC2)C(C(=O)OCc2ccccc2)=C1C (configuration not stated)
17) O=C(N1CCOCC1)C12CC3CC(C1)CC(n1cnc(Cl)n1)(C3)C2
18) CN(C)C(=O)CSc1nnc(C23CC4CC(CC(C4)C2)C3)o1

| Assay by compound | 13 | 14 | 15 | 16 | 17 | 18 |
| --- | --- | --- | --- | --- | --- | --- |
| GoLoco inh red | 7.7% | -6.8% | 9.5% | 9.2% | 3.7% | -1.5% |
| TR SRC2 fluor cs | 0.8% | 3.1% | 0.4% | -1.3% | -0.2% | -2.4% |
| LMNA splice mod | -0.1% | -3.7%[1.84 µM] | . | . | -2.8% | -8.8% |
| SMN2 splice enh | 16.9% | 3.3% | . | -28.2% | 4.2% | ? |
| JMJD2E inh | -18.8% | 0.4% | -3.9% | -9.9% | 9.8% | 6.5% |
| TRb SRC2 PPI | -1.4% | -0.8% | 11.6% | -4.4% | -1.5% | -4.7% |
| ALDH1A1 block | 11.4% | -4.2% | . | ? | 2.2% | 4.9% |
| RECQ1 inh | 5.1% | i | -2.7% | i | -5.3% | 2.0% |

19) Cc1cc(NC(=O)CSc2cn(CCNC(=O)c3ccccc3)c3ccccc23)no1
20) O=C(N/N=C/c1cc([N+](=O)[O-])cc(Br)c1O)C12CC3CCC(CC(C3)C1)C2
21) Cc1nn(-c2ccccc2)c(Cl)c1/C=N/NC(=O)C1COc2ccccc2O1 (configuration not stated)
22) Cc1ccc(S(=O)(=O)N2CCN(C(=O)COc3ccc(C)nc3[N+](=O)[O-])CC2)c(C)c1
23) CC1(C)CC(=O)c2cc(OCC(=O)N3CCOCC3)ccc2O1
24) Cc1cccc(-n2c3nc(=O)[nH]c(=O)c-3cc3cc([N+](=O)[O-])ccc32)c1

| Assay by compound | 19 | 20 | 21 | 22 | 23 | 24 |
| --- | --- | --- | --- | --- | --- | --- |
| GoLoco inh red | 3.5% | 2.3% | -3.8% | 4.1% | -6.7% | -2.2% |
| TR SRC2 fluor cs | -2.4% | -1.8% | 1.6% | 4.0% | 0.8% | -5.3% |
| LMNA splice mod | -8.1% | . | -4.0% | 0.9%[46 µM] | 2.3% | ? |
| SMN2 splice enh | -21.7% | . | -0.4% | -6.6% | 21.7% | -1.2% |
| JMJD2E inh | 4.5% | 2.8% | 5.7% | -2.5% | ? | ? |
| TRb SRC2 PPI | -0.2% | -7.4% | 3.0% | -1.4% | -2.7% | -2.9% |
| ALDH1A1 block | ? | . | 2.82µM* | -13.2% | ? | 5.2% |
| RECQ1 inh | -5.6% | -1.4% | -10.1% | i | -7.3% | -16.1% |

Three compounds from above, sorted by formula weight, ascending.
24) Cc1cccc(-n2c3nc(=O)[nH]c(=O)c-3cc3cc([N+](=O)[O-])ccc32)c1
19) Cc1cc(NC(=O)CSc2cn(CCNC(=O)c3ccccc3)c3ccccc23)no1
22) Cc1ccc(S(=O)(=O)N2CCN(C(=O)COc3ccc(C)nc3[N+](=O)[O-])CC2)c(C)c1

| Assay by compound | 24 | 19 | 22 |
| --- | --- | --- | --- |
| GoLoco inh red | -2.2% | 3.5% | 4.1% |
| TR SRC2 fluor cs | -5.3% | -2.4% | 4.0% |
| LMNA splice mod | ? | -8.1% | 0.9%[46 µM] |
| SMN2 splice enh | -1.2% | -21.7% | -6.6% |
| JMJD2E inh | ? | 4.5% | -2.5% |
| TRb SRC2 PPI | -2.9% | -0.2% | -1.4% |
| ALDH1A1 block | 5.2% | ? | -13.2% |
| RECQ1 inh | -16.1% | -5.6% | i |

Additional structures.
25) O=C(COC(=O)CCN1C(=O)/C(=C\C=C\c2ccccc2)SC1=S)Nc1cc(F)ccc1F
26) COC(=O)C1=C(C(=O)OC)[C@@H]2N(Cc3ccccc3)c3ccccc3[C@@]23C[C@@H](C(=O)OC)N(S(=O)(=O)c2ccc4c(c2)OCCN4C)C3=N1
27) COc1ccc(-n2c(SCC(N)=O)nc3nc4c(cc3c2=O)COC(C)(C)C4)cc1
28) COc1ccc(NC(=O)CN2CCN(C3c4ccccc4-c4ccccc43)CC2)c(OC)c1
29) Cc1ccc(-c2nc(NCc3ccc(F)cc3)n(S(C)(=O)=O)n2)cc1

| Assay by compound | 25 | 26 | 27 | 28 | 29 |
| --- | --- | --- | --- | --- | --- |
| GoLoco inh red | 81.7%[activator] | 3.3%[14.2 µM] | -4.6% | -0.2% | 20.1% |
| TR SRC2 fluor cs | 5.6% | -3.0%[11.2 µM] | 0.4% | 0.8% | -1.8% |
| LMNA splice mod | . | -3.9%[9.22 µM] | 3.1% | 6.3% | 28.0%[46 µM] |
| SMN2 splice enh | -13.9% | -9.7%[9.22 µM] | -2.3% | -29.2% | 14.8% |
| JMJD2E inh | -16.2% | 4.2%[11.4 µM] | -17.8% | 8.4% | -11.8% |
| TRb SRC2 PPI | 8.2% | 7.2%[11.2 µM] | -1.7% | 3.2% | 6.5% |
| ALDH1A1 block | ? | -1.8%[13.5 µM] | 3.55µM* | 6.4% | -1.3% |
| RECQ1 inh | -18.4% | ? | 10.4% | i | -29.6% |
